# Assay outcomes: PubChem, National Center for Advancing Translational Sciences (NCATS)
# RORgamma inh – qHTS for inhibitors of ROR gamma transcriptional activity. Nuclear receptor ROR-gamma (Mus musculus), P51450. Drosophila S2 Gal4-RORgamma UAS-luciferase reporter, 20 h. Potency, µM (top dose mostly 53.6 µM), inactives show at the top dose activity change, negative = inhibition, actives largely listed as inhibitors. 310,000 compounds, 5.4% hits; also: potency is read from the fitted curve at half-maximal effect; % is scaled to controls: 0 for no effect and ±100 for the full control effect; nearly all actives have a fitted effect of over 60% in size
# Target sequence (P51450 whole entry, looked up, the tested form may be a part): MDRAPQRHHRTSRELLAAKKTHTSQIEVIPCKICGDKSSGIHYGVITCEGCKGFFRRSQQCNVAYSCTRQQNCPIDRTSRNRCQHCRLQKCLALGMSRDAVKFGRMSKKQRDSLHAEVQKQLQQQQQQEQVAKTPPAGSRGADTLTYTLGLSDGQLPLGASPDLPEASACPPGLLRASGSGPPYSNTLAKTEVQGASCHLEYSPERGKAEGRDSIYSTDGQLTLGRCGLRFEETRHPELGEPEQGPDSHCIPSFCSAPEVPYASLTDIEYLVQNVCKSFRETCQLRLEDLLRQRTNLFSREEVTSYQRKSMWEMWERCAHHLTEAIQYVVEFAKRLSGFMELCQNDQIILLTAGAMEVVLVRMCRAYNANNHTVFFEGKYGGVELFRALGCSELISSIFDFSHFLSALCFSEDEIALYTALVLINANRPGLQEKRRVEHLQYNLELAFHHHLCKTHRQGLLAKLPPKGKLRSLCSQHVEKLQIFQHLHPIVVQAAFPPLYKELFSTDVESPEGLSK
#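 Read-out: Photinus luciferase luminescence; inhibitors lower reporter signal. Insect Schneider cells with Gal4-ROR gamma fusion under metallothionein promoter, UAS reporter; 700 uM final copper sulfate induction, 20 hr, ambient temperature.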
# Gal4-VP16 FLuc – VP16 counterscreen qHTS for inhibitors of ROR gamma transcriptional activity; AID 2546, 2010; Drosophila S2 Gal4-VP16 UAS-luciferase, luminescence, 20 h; 310,000 compounds, 3.5% hits; Potency, µM (series often up to 53.6 µM), for the others: at the highest dose activity, negative = inhibition, most hits filed as inhibitors;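 also: Gal4-VP16 expression switched on by copper sulfate through the metallothionein promoter; potency is read from the fitted curve at half-maximal effect; % is scaled to controls: 0 for no effect and ±100 for the full control effect; nearly all actives have a fitted effect of over 50% in size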
# p53 reactivator – qHTS assay for re-activators of p53 using a Luc reporter; H1299 p53-A138V BP100-luciferase reporter, luminescence, 24 h; Potency, µM (highest dose often 92.2 µM), for inactives: top-dose activity change, positive = activation, most hits filed as activators; 320,000 compounds, 0.063% hits; AID 504706, 2011; also: potency is read from the fitted curve at half-maximal effect; % of control where 0% means no effect; nearly all actives have a fitted effect of over 45% in size
#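 H1299 (p53-null), stable ts p53-A138V + BP100-Luc; 1000 cells/well, Opti-MEM/10% FBS; cpd 4 pt, 1:5; 24 h, 37 deg C, 5% CO2; detection reagent 10 min RT; luminescence.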
# Menin-MLL TR inh – qHTS Assay for Inhibitors Targeting the Menin-MLL Interaction in MLL Related Leukemias: Competition With Texas Red Labeled MLL-derived Mutant Peptide; O00255; Menin + Texas Red MLL mutant peptide, fluorescence polarization; Potency, µM (titrated, usually from 61.6 µM), inactives show at the top dose FP activity change, negative = inhibition, actives largely listed as inhibitors; 270,000 compounds, 0.23% hits; AID 1768, 2009; active = well fitted inhibition curve with a large enough effect in the polarisation, with a control signal flat, not every such curve was filed as active; inconclusive = small, poorly fitted or top-dose-only effect, or effect the other way, or a change in a side signal; inactive = no such curve, though single readings can be large or run the other way; the % refers to the polarisation; also: potency is read from the fitted curve at half-maximal effect; % of control where 0% means no effect; many of its hits are not listed in these tables
# NPC1 promoter act – qHTS Assay for NPC1 Promoter Activators; Huh7 NPC1 promoter luciferase reporter, 24 h; Potency, µM (highest dose often 9.22 µM), for the others: top-dose activation, actives largely listed as activators; 320,000 compounds, 2.4% hits;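 also: potency is read from the fitted curve at half-maximal effect; % of control where 0% means no effect; nearly all actives have a fitted effect of over 60% in size; reporter is driven by a mutant NPC1 promoter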
#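 Luciferase expression driven by the NPC1 promoter was measured in stably transfected Huh7 cells after a 24 h compound incubation, using a luciferase reagent and a luminescence read.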
# PKM2 activator – qHTS Assay for Activators of Human Muscle isoform 2 Pyruvate Kinase; Pyruvate kinase PKM (Homo sapiens), P14618; purified PKM2, Kinase-Glo ATP luminescence, activation; response scale: 0% is enzyme alone, no compound; Potency, µM (doses to about 57.5 µM), for the others: at the top dose activation, hits mostly activators; 260,000 compounds, 0.34% hits; also: potency is read from the fitted curve at half-maximal effect; % is scaled to controls: 0 for no effect and ±100 for the full control effect; nearly all actives have a fitted effect of over 55% in size
# Target sequence (P14618 whole entry, looked up, canonical isoform): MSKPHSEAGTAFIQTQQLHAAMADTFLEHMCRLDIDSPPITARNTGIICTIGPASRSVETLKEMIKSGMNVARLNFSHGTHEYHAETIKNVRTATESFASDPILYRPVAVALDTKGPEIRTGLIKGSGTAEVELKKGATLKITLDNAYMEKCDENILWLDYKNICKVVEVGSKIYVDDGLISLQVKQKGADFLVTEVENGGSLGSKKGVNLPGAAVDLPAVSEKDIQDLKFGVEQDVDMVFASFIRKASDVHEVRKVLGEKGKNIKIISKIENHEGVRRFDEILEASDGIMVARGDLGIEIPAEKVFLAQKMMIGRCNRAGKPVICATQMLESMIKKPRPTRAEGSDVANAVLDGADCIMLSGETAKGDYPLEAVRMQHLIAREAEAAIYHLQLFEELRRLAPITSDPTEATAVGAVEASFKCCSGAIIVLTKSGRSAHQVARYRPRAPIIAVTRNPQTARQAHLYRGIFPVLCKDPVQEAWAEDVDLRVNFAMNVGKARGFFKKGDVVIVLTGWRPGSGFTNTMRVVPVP
#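 hPK-M2, >95% pure; 0.1 mM ADP / 0.5 mM PEP final; imidazole pH7.2 buffer w/ 7 mM MgCl2, 50 mM KCl; 1 h RT; Kinase-Glo lum. Intermediate enzyme activity for dual inhibitor/activator qHTS.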
# ELG1 genotoxic – qHTS screen for small molecules that induce genotoxicity in human embryonic kidney (HEK293T) cells expressing luciferase-tagged ELG1 | HEK293T ELG1-luciferase reporter, luminescence, 16 h | AID 504466, 2011 | 330,000 compounds, 1.3% hits | Potency, µM (top dose mostly 46 µM), without a hit: top-dose activity change, positive = activation, hits mostly activators; also: potency is read from the fitted curve at half-maximal effect; % of control where 0% means no effect; nearly all actives have a fitted effect of over 60% in size
#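 Screening used a luciferase reporter fused to human ELG1 in HEK293T cells. Luminescence was read on a CCD plate imager after 16 hr exposure and 30 min ONE-Glo incubation.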
# Giardia killer – Small Molecules that selectively kill Giardia lamblia: qHTS; 340,000 compounds, 0.15% hits; activity change, % at 7.66 µM, hits read low; AID 540267, 2011; Giardia lamblia trophozoite viability; in the data active = activity change below about -80%; inconclusive = between about -30% and that limit;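 also: parasites exposed to compound for two days anaerobically before the ATP read; % is scaled to controls: 0 for no effect and ±100 for the full control effect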
#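 Luminescent ATP signal served as the viability read-out, measured 15-30 min after adding ATP detection reagent to trophozoites that had been incubated with compounds for 48 hrs at 37 deg C anaerobically at 100 cells/well.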
# Rab9 prom act – qHTS Assay for Rab9 Promoter Activators; Huh7 Rab9 promoter-luciferase reporter, luminescence, 24 h; Potency, µM (doses to about 9.22 µM), inactives show at the top dose activation, negative = inhibition, actives largely listed as activators; 320,000 compounds, 2.8% hits; also: potency is read from the fitted curve at half-maximal effect; % of control where 0% means no effect; nearly all actives have a fitted effect of over 60% in size
#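 Steps: seed 1500 Huh7 Rab9-luc cells per well, rest 2 h at 37 °C; add compound in DMSO; incubate 24 h; add luciferase reagent, 10 min ambient; read luminescence.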
# FLuc counter – qHTS profiling assay for firefly luciferase inhibitor/activator using purifed enzyme and Km concentrations of substrates (counterscreen for miR-21 project) | purified FLuc, Km substrates, luminescence inhibition | AID 588342, 2011 | Luciferin 4-monooxygenase (Photinus pyralis), P08659 | 360,000 compounds, 6.9% hits | Potency, µM (doses to about 57.5 µM), for inactives: top-dose activity change, negative = inhibition, actives largely listed as inhibitors;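 also: potency is read from the fitted curve at half-maximal effect; plate controls were vehicle for no effect and reference inhibitor for full effect; nearly all actives have a fitted effect of over 55% in size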
#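 Purified P. pyralis luciferase (10nM final) with 10uM D-luciferin and 10uM ATP (Km levels) in 50mM Tris acetate pH 7.5, 10mM Mg acetate, 0.01% Tween-20, 0.05% BSA; qHTS 6-point titration, ~60 µM downward; luminescence read.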
# BRCA1 expr up – qHTS Assay to Identify Small Molecule Activators of BRCA1 Expression; 380,000 compounds, 1.1% hits; AID 624202, 2012; MCF7-BRCA1-FFLuc reporter, luminescence, 48 h; response scale: scaled: vehicle 0%, 10 µM genistein 100%; Potency, µM (titrated, usually from 46.1 µM), for inactives: at the top dose activation, hits mostly activators; also: potency is read from the fitted curve at half-maximal effect; nearly all actives have a fitted effect of over 80% in size; some results filed as inactive show a strong effect at the top dose
#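 48 h compound treatment of MCF7-BRCA1-FFLuc cells (phenol-red free MEM, 37 °C), then 15 min with luciferase substrate and luminescence imaging.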
# The depositor's hits bear a star; ? = inconclusive; · = not tested or not shown; & = joins results of further samples; [ ] = remark or other dose. Unless noted, calls follow the shape of the dose curve; as a rule, active = well fitted curve in the direction sought with a large enough effect; inconclusive = small, poorly fitted or top-dose-only effect, or another doubt; inactive = no such curve, though single readings can be large; an effect the other way counts as inactive or inconclusive.
SMILES,RORgamma inh,Gal4-VP16 FLuc,p53 reactivator,Menin-MLL TR inh,NPC1 promoter act,PKM2 activator,ELG1 genotoxic,Giardia killer,Rab9 prom act,FLuc counter,BRCA1 expr up
COc1cccc(C2CC(=O)Nc3c2c(=O)n(C)c(=O)n3C)c1OC (stereo not drawn),3%,-4%,10%,9%,4%,0%,7%,24,-3%,-1%,7%
Cc1ccc(N2C(=O)C(Cl)=C(N3CCOCC3)C2=O)c(C)c1,-37%,3%,7%,5%,1%,-3%[11.5 µM],0%,-9,8%,-10%,-7%
CCOC(=O)c1cc(-c2cccc([N+](=O)[O-])c2)nc2[nH]c(=O)[nH]c(=O)c12,-15%,-24%,-2%,25%,1%,-5%,1%,-6,2%,-1%,-39%
CCOC(=O)N1CCN(C(=O)CNC2CCCCCCC2)CC1,4%,6%,-4%,-25%,-6%,0%,-1%,19,-2%,2%,-3%
O=C(CN1CCN(S(=O)(=O)c2cc(Cl)ccc2Cl)CC1)c1ccc(O)c(O)c1,-13%,-2%,11%,·,-25%,·,1%,-22,-4%,0%,-6%
O=C1OCc2ccc(NC(=O)c3ccccc3C(=O)O)cc21,-15%,-7%,7%,·,2%,-2%,0%,-3,0%,7%,17%
CC(c1ccccc1)N1C(=O)NC(NC(=O)c2cccnc2)(C(F)(F)F)C1=O (stereo not drawn),?,-2%,-5%,-9%,-5%,4%,0%,-16,-6%,7%,11%
COc1ccccc1CNC(=O)CN1C(=O)c2ccccc2S1(=O)=O,1%,-24%,13%,-7%,-4%,-7%,3%,-8,0%,-8%,1%
O=C(Cc1ccc([N+](=O)[O-])cc1)N1CCN=C1SCc1ccccc1,-4%,-5%,17%,26%,-1%,-7%,1%,-9,1%,1%,-71%
C=CCC1(C#N)C(=S)NC(C)=C(C(=O)OCC)C1c1ccccc1 (stereo not drawn),10µM*,-22%,-3%,·,0%,6%,-5%,15,-2%,-4%,-29%
COc1ccc(OCC(=O)Nc2c3c(nn2-c2ccccc2)CS(=O)(=O)C3)cc1,-23%,-4%,-5%,·,2%,-1%,-1%,-14,-3%,-7%,-2%
COC(=O)c1ccc2c(=O)n(CCCCCC(=O)NCCNC(C)=O)c(=O)[nH]c2c1,-24%,2%,7%,1%,-4%,-3%,0%,-20,2%,-3%,-3%
O=C(c1ccc([N+](=O)[O-])cc1)N1CCc2ccccc2C1,34%,-1%,5%,-1%,2%,-4%,3%,2,3%,-7%,28%
O=Cc1cn(CC(=O)Nc2ccc3c(c2)OCO3)c2ccccc12,?,-23%,-5%,0%,-13%,4%,-6%,-19,-6%,-2%,-13%
CCOC(=O)c1ccc(-c2c(-c3ccccc3OC)sc3cc4c(cc23)OCO4)cc1F,·,·,27%,·,15%,·,1%,-30,0%,-6%,-20%
Cc1ccc(C(=O)NCC2CCCO2)o1 (stereo not drawn),4%,-3%,3%,16%,-1%,10%,-1%,17,-6%,-1%,-4%
O=C(NN=C1CCCC1)c1cc(-c2ccccc2)n[nH]1,6%,-10%,2%,-2%,1%,-6%,3%,-4,2%,?,-17%
Cc1cc(C)n(-c2ccc(NC(=O)C3CCN(Cc4ccc(C)o4)CC3)cc2)n1,-8%,2%,-2%,·,1%,·,-1%,-5,4%,1%,-22%
CC(C)n1c(O)c(N=NC(=O)c2ccccc2NS(=O)(=O)c2cccs2)c2ccccc21,-6%,-2%,-3%,11%,1%,-2%,1%,19,-2%,?,-10%
CCC(C)C(N)C(=O)NC(CCC(=O)OCc1ccccc1)C(N)=O (stereo not drawn),2%,2%,1%,-2%,5%,-5%,3%,0,1%,3%,1%
Cc1ccc(NC(=O)CCC(=O)OCC(F)(F)C(F)F)cc1,3%,-2%,-4%,-12%,-4%,-4%,-1%,1,1%,0%,4%
C/C(N)=C(/C#N)C(=O)CSc1nc2ccccc2c(=O)n1-c1ccc(C)c(Cl)c1,?,-19%,-2%,11%,-2%,5%,-7%,-4,-9%,2%,-76%
CCOC(=O)C1C(c2cccc(Cl)c2Cl)NC(=O)NC1(O)C(F)(F)F (stereo not drawn),?,7%,-1%,·,-2%,4%,-2%,-3,-4%,4%,-18%
Cn1nnnc1SCc1ccc(F)cc1,12%,1%,-5%,-7%,-1%,4%,0%,1,-6%,3%,6%
CC1(C)C(=O)OC(c2cccs2)C2(CCCCC2)C1=O (stereo not drawn),5%,-5%,-3%,-5%,-2%,-4%,-3%,17,-4%,-1%,0%
CNC(=O)CN(CCc1ccccc1)S(=O)(=O)c1ccc(OC)cc1,-4%,-3%,-3%,-6%,5%,·,0%,-3,2%,3%,4%
Cc1ccc(S(=O)(=O)N2CCN(C)CC2)c(C)c1N(C)S(=O)(=O)c1ccc(Cl)cc1,-33%,-13%,2%,-26%,13%,16%,-14%,7,1%,4%,-33%
CCn1c(CC(=O)Nc2ccccc2)nnc1SCC(=O)NC1=NCCS1,0%,5%,-8%,-16%,-3%,0%,0%,-11,?,0%,16%
C#CCNC(=O)C1=C[C@@H](c2ccc(C(F)(F)F)cc2)C[C@@H](OCCCCO)O1,45%,-12%,-3%,5%,-2%,5%,7%,-6,-2%,?,-10%
O=C(O)CSc1ccc2nnc(-c3cccnc3)n2n1,1%,5%,0%,-1%,-3%,-2%,-2%,2&0,8%,-2%,0%&1%
O=C(COc1ccc(Cl)cc1)NCc1nnc(SCC(=O)NCc2ccc3c(c2)OCO3)o1,1%,-9%,-27%,1%,0%,-3%,-1%,7,0%,3%,-14%
Cc1cccc2cc(CN(CCc3ccccc3)C(=O)N3CCOCC3)c3nnnn3c12,-17%,2%,0%,-9%,0%,-4%,-3%,16,-2%,7%,0%
C=CCn1c(SCC(=O)Nc2ccc(NC(=O)c3ccco3)c(OC)c2)nnc1-c1ccncc1,6%,0%,-1%,6%,1%,0%,5%,7,2%,-3%,22%
CCOC(=O)C1C(C(C)=O)=C(c2ccccc2)c2ccccc2N1S(=O)(=O)C(F)(F)F (stereo not drawn),19%,-1%,-2%,-13%,·,·,-1%,-21,·,·,0%
CCc1nnc(NC(=O)CSc2nnc(-c3ccncc3)n2Cc2ccccc2)s1,-5%,-6%,-2%,-2%,-1%,-2%,-1%,·,0%,7%,·
COc1ccc(OC)c(-c2cc(C(=O)NCCCn3ccnc3)no2)c1,2%,-5%,-13%,-20%,10%,0%,6%,2,6%,-2%,-14%
Cc1cc(OCC(=O)Nc2ccccc2N2CCCCC2)ccc1C(C)C,·,·,13%,·,-2%,·,-5%,-18,-2%,2%,-53%
COc1ccc(C(c2nnnn2C2CCCCC2)N2CCN(c3ccc(OC)cc3)CC2)cc1 (stereo not drawn),-9%,2%,-2%,8%,0%,0%,-5%,7,0%,0%,-48%
CCOc1ccc(N2C(=O)/C(=C\c3ccccc3OC)S(=O)(=O)C2c2cccc([N+](=O)[O-])c2)cc1 (stereo not drawn),12%,-6%,-4%,13%,-4%,4%,1%,-2,-2%,4%,3%
COc1cccc(C(=O)NNC(=O)c2cccc(F)c2)c1,?,16%,·,1%,?,-1%,?,21,?,?,?
Oc1ccc(C2=CSC3=NCCN23)cc1O,?,-2%,7%,12%,-2%,·,4%,10,15%,0%,-12%
Cc1ccc(S(=O)(=O)NNC(=O)c2sccc2-n2cccc2)cc1,3%,-25%,7%,-8%,0%,4%,-2%,11,0%,2%,0%
CCC(C)NS(=O)(=O)c1ccc(NC(=O)Cc2ccc(OC)cc2)cc1 (stereo not drawn),?,-1%,0%,17%,-7%,1%,1%,5,-11%,6%,-1%
O=C(CNC(=O)c1cccs1)Nc1ncccc1O,·,·,7%,·,1%,·,6%,-22,-8%,4%,1%
CCCOC(=O)C1=C(C)NC(=O)NC1c1cc2c(cc1Br)OCO2 (stereo not drawn),1%,-5%,·,2%,-5%,0%[11.5 µM],2%,11,-2%,4%,-18%

# An excerpt. The share of hits here may be higher or lower than overall.
